High-throughput results from PubChem BioAssay.
FXIa inh: human FXIa protease inhibitors, primary screen, biochemical, 1536-well. inhibition, % at 5 µM. 220,000 compounds, 0.14% hits. purified FXIa, Boc-Glu-Ala-Arg-AMC fluorogenic substrate. Coagulation factor XI (Homo sapiens), P03951;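 active means inhibition of at least 40%; inactive means inhibition below 40%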;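 further: fluorescence of freed AMC excited at 355 nm; 0% = enzyme without compound and 100% = no enzyme blank; many of its hits are not listed in these tables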
Thrombin inh: human alpha-thrombin inhibitors, primary screen, counter-screen for coagulation protease inhibitor project, biochemical, 1536-well, fluorogenic AMC substrate. Prothrombin (Homo sapiens), P00734. Boc-VPR-AMC fluorogenic substrate cleavage. inhibition, % at 5 µM. 220,000 compounds, 0.26% hits. AID 1046, 2008;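 active means inhibition at or above 40%; inactive means inhibition below 40%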;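 further: 0% = enzyme with no compound and 100% = wells without enzyme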
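System: Human alpha-thrombin protein | Medium: pH 7.5 Tris (50 mM) with NaCl 150 mM, Tween 20 0.05% | Times: Enzyme reaction carried out at room temperature | Detection: AMC fluorescence, 355/460 nm | Evaluation: Percent inhibition scaled between no-compound controls and no-enzyme blanks | Benchmarks: Enzyme without compound as high, wells lacking enzyme as low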
Cl transport mod: KCC2 cotransporter modulators, thallium flux, primary screen, cell-based, HEK293 KCC2, FluoZin-2 fluorescence, MLSMR; Solute carrier family 12 member 5 (Homo sapiens), Q9H2X9; KCC2 cells, thallium flux FluoZin-2 fluorescence; B-score of Tl+ flux slope (higher = more flux/activation; lower = inhibition) at 10 µM; 190,000 compounds, 2.2% hits; AID 1456, 2008;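 active means thallium flux slope and its plate-corrected score both differing from the plate sample mean at a set confidence after two filtering rounds, in either direction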;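 further: slope of fluorescence scaled to starting intensity during 10 to 20 s after thallium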
Target sequence (Q9H2X9 whole entry, looked up): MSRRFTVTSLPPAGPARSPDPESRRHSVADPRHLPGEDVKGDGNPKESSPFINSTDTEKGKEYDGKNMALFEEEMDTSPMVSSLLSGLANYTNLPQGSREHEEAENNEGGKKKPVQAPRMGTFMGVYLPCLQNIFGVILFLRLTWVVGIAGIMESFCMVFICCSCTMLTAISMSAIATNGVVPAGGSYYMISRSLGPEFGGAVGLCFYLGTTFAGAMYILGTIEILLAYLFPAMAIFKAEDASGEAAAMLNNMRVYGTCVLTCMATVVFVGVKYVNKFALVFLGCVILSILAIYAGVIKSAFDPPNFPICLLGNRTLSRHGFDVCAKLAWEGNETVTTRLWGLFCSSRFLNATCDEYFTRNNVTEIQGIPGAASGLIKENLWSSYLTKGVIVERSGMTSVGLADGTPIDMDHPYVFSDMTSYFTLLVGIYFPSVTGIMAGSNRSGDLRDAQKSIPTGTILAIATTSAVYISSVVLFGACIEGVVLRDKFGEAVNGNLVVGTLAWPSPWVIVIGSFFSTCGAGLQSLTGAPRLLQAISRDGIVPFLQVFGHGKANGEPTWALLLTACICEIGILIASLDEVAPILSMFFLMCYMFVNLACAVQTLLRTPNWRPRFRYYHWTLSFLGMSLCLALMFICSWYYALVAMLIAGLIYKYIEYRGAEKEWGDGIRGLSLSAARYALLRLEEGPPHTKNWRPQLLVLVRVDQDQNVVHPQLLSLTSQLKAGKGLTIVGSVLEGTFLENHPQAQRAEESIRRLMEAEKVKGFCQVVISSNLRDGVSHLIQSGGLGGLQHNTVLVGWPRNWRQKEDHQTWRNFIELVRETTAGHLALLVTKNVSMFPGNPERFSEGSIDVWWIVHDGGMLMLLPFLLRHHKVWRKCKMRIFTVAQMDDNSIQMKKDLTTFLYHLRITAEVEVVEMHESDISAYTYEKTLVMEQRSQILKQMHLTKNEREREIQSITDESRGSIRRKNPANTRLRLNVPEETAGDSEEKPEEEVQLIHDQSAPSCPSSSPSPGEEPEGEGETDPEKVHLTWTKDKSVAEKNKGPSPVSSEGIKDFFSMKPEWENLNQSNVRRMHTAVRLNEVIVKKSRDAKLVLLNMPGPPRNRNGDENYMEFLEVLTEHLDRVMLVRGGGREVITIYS
p97 inhibitor: inhibitors of human p97 ATPase, primary screen, biochemical. recombinant p97 ATPase, Kinase-Glo ATP luminescence, 3 h. inhibition, % at 8 µM. 220,000 compounds, 0.42% hits. AID 1481, 2009; in the data active means inhibition above about 15%;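 further: 0% = DMSO vehicle and 100% = wells lacking enzyme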
PERK inh: block of dimerizer-induced PERK translation repression, primary screen, PERK inhibitor project, CHO PERK-DD cells, SEAP luminescence, HTS | CHO PERK-DD fusion, SEAP luminescence translation reporter | 220,000 compounds, 0.17% hits | AID 1416, 2008 | Eukaryotic translation initiation factor 2-alpha kinase 3 (Homo sapiens), Q9NZJ5 | inhibition, % at 5.6 µM;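 active means inhibition above the mean inhibition of all tested compounds plus 3 SD, set separately per screening campaign, cut at about 2.9% in these data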;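 further: PERK kinase domain activated by AP20187 dimerizer at 100 nM; 0% = DMSO with dimerizer and 100% = rapamycin at 8.4 µM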
Furin inh: human furin inhibitors, primary screen, biochemical, fluorescence intensity | P09958 | purified furin, fluorogenic substrate cleavage | inhibition, % at 30 µM | 220,000 compounds, 0.061% hits | AID 463115, 2010; in the data active means inhibition above about 25%; further: inactives centre near -15
Wee1 stabilizer: Wee1 degradation inhibitors, primary screen, cell-based, HeLa, Wee1K328M-luciferase, luminescence; 220,000 compounds, 1.2% hits; reporter increase, % at 5 µM; Wee1-like protein kinase (Homo sapiens), P30291; HeLa Luc-Wee1K328M stability; 100% = proteasome inhibitor MG132 effect;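 active means activation above the mean of all tested compounds plus 3 SD, set per screening run, cut at about 8.8% in these data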;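 further: cells exposed to compound for 20 h before luminescence read; 0% = DMSO alone and 100% = MG132 at 30 µM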
FXIIa inh: human FXIIa protease inhibitors, primary screen, biochemical, 1536-well | Coagulation factor XII (Homo sapiens), P00748 | purified FXIIa, Boc-QGR-AMC fluorogenic substrate, 2 h | inhibition, % at 5 µM | 220,000 compounds, 0.3% hits | AID 800, 2007; in the data active means inhibition above about 40%;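 further: 0% = enzyme with no compound and 100% = blank without enzyme; many of its hits are not listed in these tables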
KLK5 inh: human KLK5 protease inhibitors, primary screen, biochemical, 1536-well | recombinant hK5, fluorogenic AMC substrate cleavage | 210,000 compounds, 0.59% hits | inhibition, % at 5 µM | AID 873, 2007 | Kallikrein-5 (Homo sapiens), Q9Y337;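 active means inhibition of 40% or more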;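 further: 0% = enzyme controls without compound and 100% = no-enzyme blanks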
* = called active by the depositor; . = no result given; [ ] = another dose, or the depositor's remark.

SMILES	FXIa inh	Thrombin inh	Cl transport mod	p97 inhibitor	PERK inh	Furin inh	Wee1 stabilizer	FXIIa inh	KLK5 inh
CCOC(=O)Nc1ccc2c(c1)Nc1ccccc1S2	-7.0	-8.9	.	-1.3	-0.3	-12.1	0.6	-5.2	6.8
S=c1[nH]c2cc(Cl)ccc2s1	0.7	1.2	23.6*	8.2	1.1	-22.3[20 µM]	1.8	10.0	4.8
COc1ccc(Cn2c(CCC(=O)N3CCN(c4ccccn4)CC3)nc3ncccc3c2=O)cc1	4.5	7.8	.	-7.4	-1.2	-7.6	-2.4	18.7	-3.4
CNS(=O)(=O)c1ccc2nc(NC(=O)c3ccc(N4C(=O)CCC4=O)cc3)sc2c1	-3.1	-12.2	-0.577	5.1	0.7	-21.9	0.6	0.4	-4.8
C=CCn1nc(-c2ccccc2)c2c(C)onc2c1=O	-6.9	-3.1	-0.961	2.0	1.4	-5.3	-1.2	-6.2	-8.8
CCOc1ccc(/C(O)=C2/C(=O)C(=O)N(CCOCCO)C2c2ccc(F)cc2)cc1 (centres undefined)	3.0	-0.2	.	-0.5	2.0	-1.4	-1.2	4.5	5.8
CCN(CC)S(=O)(=O)c1ccc(C(=O)NCCc2cc3c(OC)ccc(OC)c3[nH]c2=O)cc1	1.7	3.4	-1.37	-7.0	-0.8	-18.0	-1.9	4.8	-3.9
CS(=O)(=O)N1CCN(c2c(Cl)cccc2[N+](=O)[O-])CC1	-7.5	2.5	0.0123	-2.4	0.4	-7.3[20 µM]	2.5	11.1	-10.8
Cc1cc(C)c(NC(=O)CS(=O)CC(=O)NCC2CCCO2)c(C)c1 (centres undefined)	-1.6	-4.2	1.1	3.3	0.3	-9.5[20 µM]	-1.0	-1.8	-20.4
COc1ccc(CNC(=O)C(c2ccncc2)N(C(=O)Cc2cccs2)c2cccnc2)cc1 (centres undefined)	1.9	1.4	0.683	4.3	1.3	-27.7	-2.4	10.2	0.8

Fetched by compound from the list above:
SMILES	FXIa inh	Thrombin inh	Cl transport mod	p97 inhibitor	PERK inh	Furin inh	Wee1 stabilizer	FXIIa inh	KLK5 inh
CCN(CC)S(=O)(=O)c1ccc(C(=O)NCCc2cc3c(OC)ccc(OC)c3[nH]c2=O)cc1	1.7	3.4	-1.37	-7.0	-0.8	-18.0	-1.9	4.8	-3.9
CS(=O)(=O)N1CCN(c2c(Cl)cccc2[N+](=O)[O-])CC1	-7.5	2.5	0.0123	-2.4	0.4	-7.3[20 µM]	2.5	11.1	-10.8
CNS(=O)(=O)c1ccc2nc(NC(=O)c3ccc(N4C(=O)CCC4=O)cc3)sc2c1	-3.1	-12.2	-0.577	5.1	0.7	-21.9	0.6	0.4	-4.8

(continued)
SMILES	FXIa inh	Thrombin inh	Cl transport mod	p97 inhibitor	PERK inh	Furin inh	Wee1 stabilizer	FXIIa inh	KLK5 inh
COc1cc(C2C(Oc3ccccc3C)C(=O)N2Cc2ccc(F)cc2)cc(OC)c1OC (centres undefined)	6.8	-5.1	-0.746	-1.5	-1.0	-18.3	2.9	0.2	-10.6
O=C(Nc1nc(-c2ccccn2)cs1)c1ccc2c(c1)OCCO2	-2.8	1.0	0.603	3.2	1.2	-31.4	31.1*	4.2	-10.1
CC1CCCCN1C(C(=O)O)c1ccccc1 (centres undefined)	-1.0	0.0	0.541	1.7	-0.5	1.7	4.2	9.4	-6.2
Cc1cccc(OCCCC(=O)Nc2ccc(N3CCCCC3)cc2)c1	-5.5	-1.6	0.649	-2.5	0.4	-8.4[20 µM]	-2.6	19.9	-17.9
O=C(CCn1cnc2ccccc2c1=O)Nc1cccc(Cl)c1	5.9	2.8	-1.14	6.7	2.0	-9.6[20 µM]	-0.1	14.1	3.4
COc1ccc(N(CC(=O)N2c3ccccc3CC2C)S(=O)(=O)c2c(C)noc2C)cc1 (centres undefined)	-1.7	-4.8	0.188	-2.3	-0.8	-37.2[20 µM]	-1.4	3.6	-13.3
CCOC(=O)c1sc(NC(=O)CSc2ncn(-c3ccccc3)n2)nc1C	5.5	-1.0	0.489	0.1	0.9	-21.3[20 µM]	2.2	17.0	5.3
CSc1nnc(-c2ccccc2Cl)n1N	17.6	-1.2	-0.678	-0.2	0.7	-132.0[20 µM]	0.5	21.8	-5.8
O=C(Nc1cc(Sc2nc3ccccc3s2)cc([N+](=O)[O-])c1)c1cccc(F)c1F	-15.2	-15.1	-2.43	-3.4	0.1	-14.7	-2.1	-2.4	-10.0
CN=C1SC(CC(=O)Nc2cc(Cl)ccc2Cl)C(=O)N1C (centres undefined)	8.6	8.0	-0.729	3.7	0.4	-18.3[20 µM]	-1.9	6.4	-19.4
Cc1ccc([N+](=O)[O-])cc1NC(=S)NC(=O)CC(C)(C)C	4.2	3.2	.	0.9	1.1	-24.0[20 µM]	0.4	19.5	-4.3
Cc1nonc1NC(=O)CSc1ccc(-c2ccccc2)nn1	9.1	-0.5	-8.02*	6.2	0.1	-13.6	-1.4	15.2	4.4
N#CCCCSc1nnc(CSc2nc3ccccc3s2)n1-c1ccccc1	.	.	.	-3.0	-0.4	-30.6	-0.8	.	.
Brc1ccc(N=C(c2ccccc2)c2ccncc2)cc1	4.5	-7.7	0.166	3.9	1.0	-18.7	0.9	3.9	-11.1
C/C(N)=C(/C#N)C(=O)CSc1n[nH]c(-c2ccccc2Br)n1	-6.6	-7.8	.	-6.5	-0.1	-10.4	-1.7	0.5	6.5
O=C(CSc1nc(O)c(Cc2ccccc2)c(=O)[nH]1)Nc1ccccc1	0.7	-2.1	0.582	-0.8	0.9	-13.2[20 µM]	3.0	12.8	15.0
O=C(NCCOc1ccccc1Cl)C(=O)NCCOc1ccccc1Cl	-6.2	-6.6	1.62	-0.7	-0.9	-28.8	3.4	.	-2.3
CCOC(=O)C1CCN(C(c2cc3ccc(C)cc3[nH]c2=O)c2nnnn2C2CCCCC2)CC1 (centres undefined)	-5.8	1.9	0.201	3.7	0.7	-8.0	-0.5	10.5	2.4
CC(C)(C)NC(=O)C(c1ccc(O)cc1)N(C(=O)Cn1nnc(-c2ccc(F)cc2)n1)c1ccccc1F (centres undefined)	-5.2	-6.6	0.23	6.7	0.5	-20.9	-1.4	0.1	6.1
Cc1ccc(C(=O)N/C(=C/c2ccc(Cl)cc2)C(=O)NCC2CCCO2)cc1 (centres undefined)	-5.4	-5.2	0.0388	-4.4	-0.5	-5.3	2.7	1.8	-11.0
CC(C)(C)C(=O)Cn1c(=O)n(CC2CCCO2)c(=O)c2ccccc21 (centres undefined)	3.9	0.9	-0.173	5.2	-0.4	-29.5	-1.5	11.2	-11.1
CC(=O)Cc1nsc(NC(=O)c2ccc(-c3cc(Cl)ccc3Cl)o2)n1	-0.4	-9.9	-1.51	1.1	0.6	-18.5	-0.5	9.9	1.7
CCN(CC)CCN1C(=O)C(=O)/C(=C(/O)c2ccc(OC(C)C)cc2)C1c1cccs1 (centres undefined)	2.5	-0.3	0.502	1.2	0.0	-3.6	7.5	9.1	2.4
Cn1nnc(NC(=S)NC(=O)/C=C/c2ccco2)n1	0.5	-1.6	0.0416	-3.6	-0.5	-8.7	3.9	3.9	1.5
O=S(=O)(c1ccccc1C(F)(F)F)N1C=CC(C(F)(F)F)=NCC1	1.0	2.2	0.112	-9.8	0.2	-6.0	-3.8	9.5	-2.9
O=C(N1CCCC1)n1c(Cc2ccccc2)nc2ccccc21	-1.7	-7.0	0.00665	-3.5	-1.3	-9.2[20 µM]	1.2	0.8	-3.5
O=C(NCc1nnc2c3ccccc3c(-c3ccccc3)nn12)c1ccccc1Cl	4.7	-1.2	0.138	0.0	-1.0	-11.8	1.5	8.8	-4.2
COc1ccc(/C=N/NC(=O)c2ccc(O)cc2)cc1CN1CCCc2ccccc21	0.8	-5.9	1.1	1.1	0.1	-8.9	-1.1	16.4	-2.4
Cc1ccc(C)c(NC(=O)CN(C)C(=O)CCN2C(=O)c3ccccc3C2=O)c1	3.9	8.3	0.868	-4.8	-1.2	-12.8[20 µM]	2.0	46.0*	53.1*
CC(=O)NCc1cccc(CNC(C)=O)n1	-16.3	-5.0	.	3.2	1.9	-19.7[20 µM]	-1.8	1.7	-10.9
CNC(=O)COC(=O)c1ccc(OCC(=O)Nc2ccccc2OC)c(OC)c1	12.7	-2.7	0.0572	-1.8	0.8	-11.3	0.3	8.2	2.5
Cc1cc(C)cc(NC(=O)C(Sc2ncnc3ccccc23)c2ccccc2)c1 (centres undefined)	8.4	1.1	0.767	3.4	1.6	-15.4	0.1	11.2	-5.2
O=c1c2nncn2c2cccnc2n1CCNc1ncc(C(F)(F)F)cc1Cl	1.2	0.6	.	-2.2	0.4	-26.8	0.5	10.3	1.5
CCc1cccc(NC(=O)C2CCN(S(=O)(=O)c3cccs3)CC2)c1	10.2	3.7	.	6.7	0.0	-17.7[20 µM]	-0.1	20.6	-4.0
CCCCNC(=S)N(C)/N=C/c1ccccc1F	30.2	-3.4	-0.599	-6.3	0.8	-11.0	-1.1	8.0	4.2
O=C1c2ccccc2OCOc2ccccc21	-5.4	-9.8	.	0.9	0.6	-13.7	-1.6	3.5	-19.4
CCC(=O)c1cc2c(C)cc(=O)oc2c(C)c1O	2.7	0.7	1.46	-4.9	1.1	1.5	0.9	16.1	5.4
CCOc1ccc(NC(=O)CSc2nnc(N)s2)c([N+](=O)[O-])c1	-6.1	5.2	-0.162	1.2	0.7	-28.1	9.8*	-1.3	-3.2
COc1ccc(/C=C(/NC(=O)c2cccs2)C(=O)N2CCOCC2)cc1OC	3.8	1.9	0.118	8.6	0.7	-6.3	-0.1	1.9	-6.9
COC(=O)[C@@H]1C[C@H]1[C@@H](NC(=O)c1ccccc1)c1ccccc1	-2.5	-1.5	0.373	6.3	-0.3	-10.6	-1.5	6.8	-6.3
Cc1ccc(NC(=S)NCCO)c(C)c1	2.6	0.6	.	2.9	1.7	-20.4[20 µM]	-1.8	9.0	-8.5
COc1ccccc1-n1c(SCC(=O)NC2CCCCC2)nc2c(c1=O)SCC2	-5.9	20.0	.	6.7	0.2	-17.8	1.2	1.1	-0.1
CCCCn1c(SCC(=O)Nc2cccc(C)n2)nnc1-c1ccco1	3.1	-0.2	.	-0.2	-1.0	-25.7	9.1*	13.6	-8.0
O=C(O)C1CCN(C(=O)OCc2ccccc2)CC1	9.8	4.6	-0.811	-1.9	-0.1	-12.4[20 µM]	2.0	19.0	1.3
C/C(=C\C(=O)Nc1cc(C)on1)c1ccccc1	4.3	-3.1	0.706	1.6	0.6	-15.7[20 µM]	-0.8	12.2	-13.6
COc1ccc(-c2nnc(SCC(=O)NNC(=O)Cc3ccccc3)n2C)cc1OC	11.0	-3.1	0.841	5.6	1.3	-11.3	2.3	17.0	-15.0
Cc1oc(-c2ccc(Cl)cc2)cc1C(=O)NC1CCN(Cc2ccccc2)CC1	-0.5	4.8	-0.956	-5.5	0.2	-29.7	1.1	14.3	3.4
